All columns: NCI-60 one-dose screen, growth in % after 48 h at 10 µM unless noted; 100 = growth as untreated, 0 = no growth, -100 = all killed.
M14 – M14 melanoma; 6.2% of 80,000 active; AID 1794745
UACC-62 – UACC-62 melanoma | AID 1794756 | 5.4% of 81,000 active
HOP-92 – HOP-92 NSCLC cells; AID 1794738; 6.3% of 71,000 active
A549/ATCC – A549/ATCC NSCLC; 3.7% of 81,000 active
SK-MEL-5 – SK-MEL-5 melanoma; 6.4% of 80,000 active
UACC-257 – UACC-257 melanoma; 4.4% of 78,000 active
SK-MEL-28 – SK-MEL-28 melanoma; AID 1794761; 4.1% of 81,000 active
EKVX – EKVX NSCLC | 3% of 71,000 active
Numbers without * were called inactive; · = not tested or not shown; & = joins results of further samples; ! = not active in a repeat; [ ] = dose if it differs, or a comment. Rule for the calls: active = growth percent below 10; inactive = the rest.

nr	SMILES	M14	UACC-62	HOP-92	A549/ATCC
1	CC(=O)OCC(=O)[C@@]1(O)CCC2C3CCC4=CC(=O)CC[C@]4(C)C3[C@@H](O)C[C@@]21C (stereo partly drawn)	94	101	76	·
2	Cc1ccc(S(=O)(=O)NN(Cc2ccccc2)Cc2ccccc2)cc1	123	92	96	100
3	CC(O)C(=O)NCc1ccccc1 (stereo not drawn)	96	96	·	102
4	Cc1ccc(C)c2c1sc1nc(Nc3ccc(Cl)cc3)c(C#N)c(=O)n12	107	70	67	92
5	CCOC(=O)c1ccc2c(c1)ncn2-c1ccc(O)cc1	123	109	117	104
6	COc1ccc(C(=O)Nc2ccc(-c3cc(=O)c4c(O)c(OC)c(OC)cc4o3)cc2)cc1	100	92	95	90
7	Cc1[nH]c2ncnc(Nc3ccc(NC(=O)Nc4cccc(Cl)c4)cc3)c2c1C	98	83	89	93
8	O=C(O)/C=C(\Cc1ccccc1)C(=O)O	104	102	106	107
9	Cn1c(SCC(=O)c2ccc(-c3ccccc3)cc2)nc2ccccc2c1=O	96	82	85	98
10	CC1(CCCOc2ccc([N+](=O)[O-])cc2)N=C(N)N=C(N)N1c1ccccc1 (stereo not drawn)	93	95	82	96
11	Cc1ccc(C(CS(=O)(=O)c2ccccc2)=Nc2ccc(S(N)(=O)=O)cc2)cc1	108	94	98	95
12	CN1CCN(c2ccc3nc(/N=C/c4ccc5sc(-c6ccc(F)cc6)nc5c4)sc3c2)CC1	102	86	98	101
13	Oc1ccc(Cc2ccccc2)cc1	88	95	·	·
14	O=C1NC(=S)S/C1=C\c1ccc2c(c1)OCO2	89	95	83	104
15	O=S(=O)(Nc1ccccc1)C1CCCCC1	100&101	105&93	108&113	108&99

nr	SK-MEL-5	UACC-257	SK-MEL-28	EKVX
1	100	109	104	69
2	99	94	100	99
3	99	100	100	97
4	101	124	106	87
5	94	123	111	118
6	99	90	96	113
7	86	90	90	78
8	112	·	116	102
9	89	101	100	77
10	89	91	97	·
11	95	·	102	·
12	93	106	104	98
13	102	81	100	96
14	100	103	104	93
15	110	107&108	108&110	97&104

Carrying on:
nr	SMILES	M14	UACC-62	HOP-92	A549/ATCC
16	COc1cc2oc(-c3cccc(C(=O)Nc4ccc(C)cc4)c3)cc(=O)c2c(OC)c1OC	·	-34*	22	34
17	CCCCCCCCCCCC(=O)NC(C)(C)C(=O)N1CCCC1C(=O)NC(C)(C)C(=O)NC(C)(C)C(=O)N1CCCC1C(=O)NC(C)(C)C(=O)NC(C)(C)C(=O)N1CCCC1C(=O)NC(C)C(=O)NCCC(=O)NC(C)C(=O)NC(C)(C)C(=O)NC(C)(C)C(=O)NC(C)(C)C(=O)NCCC(=O)NC(C)(C)C(=O)NC(C)(C)C(=O)NC(C)(C)C(=O)NC(C)C(=O)NCCC(=O)O (stereo not drawn)	-97*	-91*	-96*	-78*
18	CC1(C)C(=Nc2ccccc2)C(C)(C)C1=Nc1ccccc1	100	110	·	103
19	O=C(NCCNc1nccc(-c2c(-c3cccc(O)c3)nc3sccn23)n1)Nc1ccccc1	24	25	90	91
20	CC(C)c1ccc(CN)cc1	107	108	74	91
21	COc1cc(-c2nc3ccc(-c4nnc(SCC(=O)Nc5ccc(/C(C)=N\O)cc5)o4)cc3[nH]2)cc(OC)c1OC	96	100	96	105
22	CCCCCOC(=O)c1ccc(C)cc1	103	106	101	101
23	COc1ccc(NC(=O)c2sc3c(=O)[nH]c(C)nc3c2C)cc1	113	91	85	100
24	c1ccc(-c2cc(-c3ccccc3-c3ccccc3)no2)cc1	99	68	71	103
25	CCCCc1nc(Cl)c(C2CC(c3ccc(S(N)(=O)=O)cc3)=NN2c2ccc(C#N)cc2)[nH]1 (stereo not drawn)	88	68	·	95
26	COc1ccc(C23CCC(=O)N2CCc2cncn23)cc1 (stereo not drawn)	116	95	115	95
27	O=C(Cc1nc2ccc(Cl)cc2[nH]c1=O)c1ccccc1	62	59	63	68
28	CN(C(=O)CN1C(=O)/C(=C/c2cccs2)SC1=S)C1CCS(=O)(=O)C1 (stereo not drawn)	103	87	114	105
29	O=C1NCCNC1C1C(=O)Nc2ccccc21 (stereo not drawn)	98	98	107	107
30	CCSC(c1ccccc1)(c1ccccc1)c1ccccc1	92	90	98	102

nr	SK-MEL-5	UACC-257	SK-MEL-28	EKVX
16	-60*	30	7.1*	·
17	-98*	-92*	-94*	-88*
18	106	97	111	·
19	69	46	57	118
20	103	95	110	110
21	87	114	110	98
22	104	·	110	108
23	107	115	108	94
24	77	105	97	89
25	78	86	107	89
26	102	102	104	103
27	71	104	74	40
28	104	100	105	102
29	99	113	118	96
30	101	107	108	92

Additional results
nr	SMILES	M14	UACC-62	HOP-92	A549/ATCC
31	COc1ccc(CNc2ncnc3sc(-c4ccc(NC(C)=O)cc4)cc23)cc1	·	87	100	92
32	CCOC(=O)c1c(C)oc2ncnc(N3CCN(C(=O)COc4ccc(I)cc4)CC3)c12	100	80	83	97
33	CC1C(=O)C23CC1CCC2C12COC(O)C1C(C)(C)C(O)CC2OC3=O (stereo not drawn)	102[100 µM]	99[100 µM]	93[100 µM]	96[100 µM]
34	COc1ccc2c(c1)C(C)Cc1c(ncnc1-n1cnc3ccccc31)N2C (stereo not drawn)	18	39	45	21
35	O=C1O[C@H]([C@H](O)CO)C(O)=C1O	106	98	109	104
36	c1ccc2c(c1)C[C@@H]1OC(CC3=N[C@@H]4c5ccccc5C[C@@H]4O3)=N[C@H]21	105	97	93	104
37	COc1ccc(Nc2ncccc2NC(=O)c2cn(Cc3cccc(Oc4ccccc4)c3)nn2)c(OC)c1	74	62	104	94
38	CC1CCc2[nH]c(=O)c(C(N)=O)c(C#N)c2C1 (stereo not drawn)	99	89	105	99
39	COC(=O)C(C)(C)C1Oc2ccc(OC)cc2C(=O)/C1=C\NS(=O)(=O)c1ccc(OC)cc1 (stereo not drawn)	102	111	106	96
40	Cc1cccc2c(Cn3cc(Cn4c(C)cc(=O)n(Cc5cn(Cc6cc(=O)[nH]c7c(C)cccc67)nn5)c4=O)nn3)cc(=O)[nH]c12	102	95	109	107
41	Cc1ccc2c(Cn3cc(CSc4nc5ccccc5o4)nn3)cc(=O)oc2c1	114	104	110	105
42	Fc1ccc2c(-c3cncn3CCc3ccccc3)c[nH]c2c1	91	73	65	87
43	COc1cccc(-c2cc(-c3ccc(F)cc3)c(C#N)c(=O)[nH]2)c1	101	97	73	98
44	O=c1[nH]c(=S)[nH]c2nc[nH]c12	91	98	108	99
45	CC(C)OC(=O)CC(=O)OC(C)C	103	99	116	103

nr	SK-MEL-5	UACC-257	SK-MEL-28	EKVX
31	·	95	98	92
32	·	102	105	89
33	103[100 µM]	98[100 µM]	103[100 µM]	98[100 µM]
34	11	67	59	40
35	104	103	117	110
36	101	105	111	96
37	66	100	93	87
38	106	109	104	97
39	100	111	106	103
40	98	102	102	101
41	99	104	110	92
42	90	95	99	79
43	99	104	104	94
44	110	97	110	97
45	96	82	105	98

The last 2 compounds of the section above come first, to join the parts.
nr	SMILES	M14	UACC-62	HOP-92	A549/ATCC
44	O=c1[nH]c(=S)[nH]c2nc[nH]c12	91	98	108	99
45	CC(C)OC(=O)CC(=O)OC(C)C	103	99	116	103
46	Cc1[nH]n(-c2ccccc2)c(=O)c1N=Nc1ccc(S(=O)(=O)N=C(N)N)cc1	114	67	113	109
47	Cc1cc(O)c2c(c1)C(=O)c1cc(O)cc(O)c1C2=O	94&110	84&61	-3.3*!	81&77
48	CC(C)=CCC/C(C)=C/C1OC23CCCCC2C(C#N)(C(=N)O3)C1(C#N)C#N (stereo not drawn)	94	105	126	98
49	CC(O)CN=Cc1ccccc1 (stereo not drawn)	112	103	107	103
50	COc1ccc(Nc2ncc3c(n2)CCc2cnc(Nc4ccc(OC)c(OC)c4)nc2-3)cc1OC	88	86	84	91
51	COc1ccc(CC2OC(C)CC(C)(C)O2)cc1 (stereo not drawn)	107	104	·	104
52	COC(=O)C1=C(C(=O)Nc2cccnc2)C2OC1(C(Cc1ccccc1)Oc1ccccc1)C1OC21 (stereo not drawn)	12	70	-74*	89
53	Cc1ccc2nc3nc4ccc[nH]c4cc3c2c1	110	94	121	98
54	COc1cc2c(cc1OCCCCn1c(-c3cc(=O)c4ccccc4o3)nc3ccccc31)N=C[C@@H]1CCCN1C2=O	105	99	66	91
55	CC(Sc1nc2ccccc2c(=O)n1Cc1ccc(S(N)(=O)=O)cc1)C(=O)Nc1ccccc1 (stereo not drawn)	120	89	125	90
56	O=C(Nc1ccc([N+](=O)[O-])cc1)OCC#CC#CCOC(=O)Nc1ccc([N+](=O)[O-])cc1	60	39	·	60
57	N#Cc1c(-c2cccs2)cc(-c2cnccn2)nc1SCC(=O)Nc1ccc(Cl)cc1	110	92	97	96
58	CCC(C)(C)c1ccc(O)c(CNCCO)c1	100	96	100	115
59	N#CC12C(=O)NC(=N)C1(C#N)C(c1ccccc1)OC1=C2CCCC1 (stereo not drawn)	96	101	108	105
60	CCOC(=O)c1c(Nc2ccccc2)nn2c(N)c(C#N)c(-c3ccc(Cl)cc3)nc12	81	70	43	46

nr	SK-MEL-5	UACC-257	SK-MEL-28	EKVX
44	110	97	110	97
45	96	82	105	98
46	59	86	99	78
47	60&49	92&85	88	77&68
48	105	·	115	97
49	104	101	105	112
50	100	100	107	94
51	113	113	104	103
52	107	79	-75*	101
53	72	119	116	57
54	94	·	124	129
55	95	108	121	90
56	58	61	79	·
57	102	112	111	73
58	94	117	120	93
59	100	103	112	101
60	95	96	78	69

In a second layout: 4 of the compounds above.
53	Cc1ccc2nc3nc4ccc[nH]c4cc3c2c1
  M14 = 110
  UACC-62 = 94
  HOP-92 = 121
  A549/ATCC = 98
  SK-MEL-5 = 72
  UACC-257 = 119
  SK-MEL-28 = 116
  EKVX = 57
47	Cc1cc(O)c2c(c1)C(=O)c1cc(O)cc(O)c1C2=O
  M14 = 94&110
  UACC-62 = 84&61
  HOP-92 = -3.3*!
  A549/ATCC = 81&77
  SK-MEL-5 = 60&49
  UACC-257 = 92&85
  SK-MEL-28 = 88
  EKVX = 77&68
50	COc1ccc(Nc2ncc3c(n2)CCc2cnc(Nc4ccc(OC)c(OC)c4)nc2-3)cc1OC
  M14 = 88
  UACC-62 = 86
  HOP-92 = 84
  A549/ATCC = 91
  SK-MEL-5 = 100
  UACC-257 = 100
  SK-MEL-28 = 107
  EKVX = 94
59	N#CC12C(=O)NC(=N)C1(C#N)C(c1ccccc1)OC1=C2CCCC1 (stereo not drawn)
  M14 = 96
  UACC-62 = 101
  HOP-92 = 108
  A549/ATCC = 105
  SK-MEL-5 = 100
  UACC-257 = 103
  SK-MEL-28 = 112
  EKVX = 101

Further compounds.
nr	SMILES	M14	UACC-62	HOP-92	A549/ATCC
61	O=C1/C(=C/c2cc(Cl)cc(I)c2O)Cc2cc3c(cc21)OCO3	102	97	96	109
62	C[n+]1ccccc1C(=O)NCc1ccc(Cl)cc1Cl	102	101	101	83
63	N#Cc1c(NCc2ccccc2F)sc2c1CCCC2	101	79	112	99
64	Cc1cccc(C)c1Nc1nnc(-c2ccco2)o1	100	99	94	100
65	C=C1C[C@@]2(C)C(CC[C@]3(C)C2CC=C2C4CC(C)(C)C[C@@H](OC(=O)/C(C)=C\C)[C@]4(C(=O)O)CC[C@]23C)C(C)(C)C1=O (stereo partly drawn)	-14*	-13*	·	-2.3*
66	Cc1[nH]c(=S)[nH]c(=O)c1C	109	105	125	94

nr	SK-MEL-5	UACC-257	SK-MEL-28	EKVX
61	100	111	100	102
62	98	81	111	112
63	99	104	113	109
64	100	111	99	101
65	26	17	2.5*	32
66	100	93	110	109

High-throughput results: PubChem, NCI
